Compound activity (PubChem)
Pf apPOL block – Pf-apPOL inhibitors, biochemical, fluorescence; actives 0.25% (n = 210,000); inhibition, % at 10 µM; AID 1794808, 2022; Plasmodium falciparum apicoplast DNA polymerase (apPOL); Recombinant Pf-apPOL, molecular beacon fluorescence, 1.5 h
mHTT-CaM PPI inh – mutant huntingtin-calmodulin interaction inhibitors – biochemical, AlphaScreen, primary screen; P42858; AlphaScreen His-mHTT/GST-CaM binding, luminescence; inhibition, % at 15 µM; actives 3.6% (n = 190,000); AID 1671202, 2021;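 also: 0% = both proteins with DMSO and 100% = one protein alone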
Target sequence (P42858 whole entry, looked up, stated change not applied): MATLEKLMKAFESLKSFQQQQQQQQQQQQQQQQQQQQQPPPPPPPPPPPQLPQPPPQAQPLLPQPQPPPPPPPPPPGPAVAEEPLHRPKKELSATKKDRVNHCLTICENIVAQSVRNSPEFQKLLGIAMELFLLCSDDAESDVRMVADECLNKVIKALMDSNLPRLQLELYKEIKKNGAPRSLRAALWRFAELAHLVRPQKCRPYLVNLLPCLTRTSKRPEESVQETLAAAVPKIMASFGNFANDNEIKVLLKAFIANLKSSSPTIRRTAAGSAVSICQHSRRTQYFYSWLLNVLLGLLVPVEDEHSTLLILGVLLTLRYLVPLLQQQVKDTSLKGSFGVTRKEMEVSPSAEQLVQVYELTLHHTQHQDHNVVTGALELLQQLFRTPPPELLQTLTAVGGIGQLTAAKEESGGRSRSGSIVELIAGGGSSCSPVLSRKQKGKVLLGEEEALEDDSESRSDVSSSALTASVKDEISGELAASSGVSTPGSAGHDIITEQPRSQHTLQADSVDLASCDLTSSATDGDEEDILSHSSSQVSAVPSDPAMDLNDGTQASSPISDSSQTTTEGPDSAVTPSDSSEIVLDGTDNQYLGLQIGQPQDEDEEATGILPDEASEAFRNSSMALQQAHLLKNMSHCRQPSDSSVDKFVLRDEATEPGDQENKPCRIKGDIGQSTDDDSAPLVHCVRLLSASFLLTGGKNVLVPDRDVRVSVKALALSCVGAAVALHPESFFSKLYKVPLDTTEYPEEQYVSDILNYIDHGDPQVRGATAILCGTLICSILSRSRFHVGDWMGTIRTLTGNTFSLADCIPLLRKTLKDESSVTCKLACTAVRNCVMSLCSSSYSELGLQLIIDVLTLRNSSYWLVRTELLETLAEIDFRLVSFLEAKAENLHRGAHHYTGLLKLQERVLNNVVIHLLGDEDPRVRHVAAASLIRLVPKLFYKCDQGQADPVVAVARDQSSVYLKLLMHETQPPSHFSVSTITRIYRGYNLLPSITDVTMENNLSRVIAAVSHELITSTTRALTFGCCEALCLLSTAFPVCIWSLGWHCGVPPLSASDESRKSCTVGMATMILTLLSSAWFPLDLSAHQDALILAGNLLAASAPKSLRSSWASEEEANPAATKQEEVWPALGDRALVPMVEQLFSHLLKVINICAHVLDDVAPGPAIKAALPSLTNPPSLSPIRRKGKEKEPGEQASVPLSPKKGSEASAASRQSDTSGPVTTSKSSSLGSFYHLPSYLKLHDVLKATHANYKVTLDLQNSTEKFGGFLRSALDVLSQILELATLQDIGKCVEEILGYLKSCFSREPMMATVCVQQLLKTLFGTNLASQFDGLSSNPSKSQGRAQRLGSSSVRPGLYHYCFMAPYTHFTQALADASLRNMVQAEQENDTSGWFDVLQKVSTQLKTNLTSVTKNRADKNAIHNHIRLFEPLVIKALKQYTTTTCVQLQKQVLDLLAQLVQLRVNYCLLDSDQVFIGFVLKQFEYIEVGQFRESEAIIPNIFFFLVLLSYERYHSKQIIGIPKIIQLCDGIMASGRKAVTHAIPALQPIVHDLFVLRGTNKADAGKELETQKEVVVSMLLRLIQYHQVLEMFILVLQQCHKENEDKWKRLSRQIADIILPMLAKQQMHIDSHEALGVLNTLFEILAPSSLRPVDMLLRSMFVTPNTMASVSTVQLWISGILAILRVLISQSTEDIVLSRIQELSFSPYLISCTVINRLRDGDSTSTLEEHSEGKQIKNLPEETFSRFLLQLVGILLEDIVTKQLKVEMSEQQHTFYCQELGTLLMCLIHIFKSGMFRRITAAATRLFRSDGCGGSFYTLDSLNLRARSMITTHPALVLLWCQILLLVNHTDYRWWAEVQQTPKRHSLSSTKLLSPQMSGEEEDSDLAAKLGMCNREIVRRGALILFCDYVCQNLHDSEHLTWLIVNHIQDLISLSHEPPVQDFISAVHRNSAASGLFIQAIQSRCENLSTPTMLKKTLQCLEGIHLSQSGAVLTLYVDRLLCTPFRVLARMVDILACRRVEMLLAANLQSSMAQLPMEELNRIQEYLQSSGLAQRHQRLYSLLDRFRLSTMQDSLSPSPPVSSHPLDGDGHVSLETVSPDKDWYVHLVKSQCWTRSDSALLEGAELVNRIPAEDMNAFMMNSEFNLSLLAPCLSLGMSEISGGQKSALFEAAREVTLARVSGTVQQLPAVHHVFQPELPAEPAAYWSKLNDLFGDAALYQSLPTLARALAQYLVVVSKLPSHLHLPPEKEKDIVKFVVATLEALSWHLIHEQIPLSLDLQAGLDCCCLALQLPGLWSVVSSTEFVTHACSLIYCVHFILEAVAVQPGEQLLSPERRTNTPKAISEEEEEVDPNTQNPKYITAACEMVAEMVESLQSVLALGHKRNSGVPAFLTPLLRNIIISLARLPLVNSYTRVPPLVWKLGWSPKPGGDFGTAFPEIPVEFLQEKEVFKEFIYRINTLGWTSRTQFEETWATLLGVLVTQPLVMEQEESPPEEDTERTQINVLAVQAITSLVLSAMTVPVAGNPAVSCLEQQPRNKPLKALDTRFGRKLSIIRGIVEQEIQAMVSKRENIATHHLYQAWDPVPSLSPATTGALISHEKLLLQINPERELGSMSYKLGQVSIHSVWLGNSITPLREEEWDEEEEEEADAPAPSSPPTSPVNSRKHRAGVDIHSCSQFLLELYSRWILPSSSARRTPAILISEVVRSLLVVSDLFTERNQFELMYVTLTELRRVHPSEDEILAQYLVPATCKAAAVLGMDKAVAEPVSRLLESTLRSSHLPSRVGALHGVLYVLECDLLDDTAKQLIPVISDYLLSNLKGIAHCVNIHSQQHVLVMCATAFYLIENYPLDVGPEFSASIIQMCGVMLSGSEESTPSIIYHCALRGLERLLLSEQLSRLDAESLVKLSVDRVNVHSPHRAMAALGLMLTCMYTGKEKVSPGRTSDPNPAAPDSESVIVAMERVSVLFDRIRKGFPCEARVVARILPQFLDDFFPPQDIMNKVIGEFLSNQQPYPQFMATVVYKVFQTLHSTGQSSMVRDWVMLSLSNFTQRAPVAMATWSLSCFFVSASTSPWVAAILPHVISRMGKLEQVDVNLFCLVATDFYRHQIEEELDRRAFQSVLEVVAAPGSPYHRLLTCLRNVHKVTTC
The depositor's hits bear a star; i = inactive; . = not tested or not shown; & = joins results of further samples. Rule as the data show it: active = inhibition above about 50%; inactive = the rest.

Molecule | Pf apPOL block | mHTT-CaM PPI inh
COc1cccc(CNC(=O)c2cn3c(n2)CN(CC(C)C)CC3)c1OC | 2 | 15
O=C1NCCN(Cc2ccccc2)C1=O | -6 | -1
COc1ccc(-c2ccc(CN3C(CC(C)C)C(=O)N(Cc4cn(CC5CCCCC5)nn4)CCS3(=O)=O)cc2)cc1 (stereo not given) | -4 | 4
CCOc1ccc(CCNC(=O)Cn2nnc(-c3ccc(SC)cc3)n2)cc1OCC | -9 | 0
NC(Cn1ccc(C(F)(F)F)n1)=NOC(=O)c1cccc(C(F)(F)F)c1 | -5 | .
Cc1cc(O)c(N=Cc2cc3c(cc2[N+](=O)[O-])OCO3)cc1C | 2 | 70*
S=c1[nH]nc(C2CCCCC2)n1/N=C\C=C\c1ccco1 | . | i
Nc1n[nH]c2cccc(Cl)c12 | -5 | .
Cc1nc(N2CCN(C(=O)c3ccccc3F)CC2)c2c3c(sc2n1)CCCC3 | 2 | 23
COc1cc(C(=O)CC2(O)C(=O)Nc3ccccc32)cc(OC)c1OC (stereo not given) | -14 | -2
Cc1cc(C(=O)Nc2ccc(-c3nc4ccccc4[nH]3)cc2)nn1C | -5 | 10
COc1ccccc1-n1c(SCC(=O)NC2CCCCNC2=O)nc2[nH]ncc2c1=O (stereo not given) | -5 | 3
O=C(NN1CCOCC1)c1ccc(Br)o1 | 5 | 0
O=C1OC(c2cccc(Br)c2)=N/C1=C/c1cccc([N+](=O)[O-])c1 | -6 | 2
COc1ccc(C2=NC3(CCCCC3)N(CC(=O)Nc3ccc4c(c3)OCO4)C2=O)cc1 | -1 | 3
O=C(NCCC(O)c1ccc2c(c1)OCO2)C(=O)NC1CCCC1 (stereo not given) | -1 | 0
O=[N+]([O-])c1ccccc1/C=C/c1ccc2ccccc2n1 | 7 | 27
COC(=O)C(C)NC(=O)N1CCC(c2ccn3ncc(C(=O)N4CCOCC4)c3c2)CC1 (stereo not given) | 0 | -1
O=C(CSc1nnnn1-c1ccccc1)Nc1ccc(F)c(F)c1 | -7 | -5
Cc1cc(O)c(CN(C)Cc2ccccc2)c2c1C(=O)C(=Cc1cccnc1)O2 | -7 | 7
CCn1ccc(C(=O)N2CCC(c3nncn3-c3ccccc3)CC2)n1 | 0 | 3
CC1CC(Nc2ccccc2)c2ccccc2N1C(=O)c1ccccc1 (stereo not given) | 29 | 12
CCOCC(=O)NCCn1ncc2c(=O)n(Cc3cccc([N+](=O)[O-])c3)cnc21 | -2 | -6
Cn1cc2c3c(cccc31)CN(C(=O)Cc1ccccc1F)CC2 | 0 | 36
CC(C)NC(=O)c1ccc(OCC2CCN(C(=O)c3c(F)cccc3F)CC2)cc1 | -10 | 1
CN1CCc2c(n(-c3ccccc3)c3ccccc23)C1=O | -3 | 57*
C=CCN1CCc2cc(O)c(O)cc2C(c2ccccc2)C1 (stereo not given) | 2 | .
O=[N+]([O-])c1cc(S(=O)(=O)c2ccc(Br)c([N+](=O)[O-])c2)ccc1Br | 8 | -1
O=C(Cn1cnc2c(-c3ccc(F)cc3)csc2c1=O)Nc1cccc(F)c1 | -5 | -18
O=[N+]([O-])c1cc(-c2ncnn2-c2ccccc2C(F)(F)F)ccc1Cl | 3 | 4
CSC(=C(C#N)S(=O)(=O)C(C)C)N1CCOCC1 | 3 | .
O=C(Nc1cccc(Cl)c1)c1cc2ccccc2o1 | 7 | -46
CS(=O)(=O)N1CCC(OCc2nc(-c3cnccn3)no2)CC1 | -6 | -9
O=C(NC1CCCCC1)c1ccccc1NS(=O)(=O)c1ccc(F)cc1 | -9 | 4
O=S(=O)(Cc1cccc(Cl)c1)Nc1cccn2cnnc12 | -3 | -5
CCN(CC)S(=O)(=O)c1ccc(C(=O)Nc2ccc(OCC(=O)N3CCOCC3)cc2)cc1 | -1 | 7
O=C(Nc1ccccc1-c1nc2ccccc2[nH]1)c1ccc(Cl)cc1Cl | 2 | 2
CC1CCCCN1S(=O)(=O)c1ccc(F)c(C(=O)Nc2cccc(Cl)c2)c1 (stereo not given) | -4 | -7
Cc1ccc(=O)n(CC(=O)NC(C)c2ccccc2)n1 (stereo not given) | -12 | -10
Cc1ccc(C)n1CCN1CCN(CC(=O)Nc2cc(C(F)(F)F)ccc2Cl)CC1 | -4 | 9

Part of the list above in another layout:
Screens in order – Pf apPOL block, mHTT-CaM PPI inh
- O=[N+]([O-])c1cc(-c2ncnn2-c2ccccc2C(F)(F)F)ccc1Cl
→ 3, 4
- O=S(=O)(Cc1cccc(Cl)c1)Nc1cccn2cnnc12
→ -3, -5
- Cc1ccc(C)n1CCN1CCN(CC(=O)Nc2cc(C(F)(F)F)ccc2Cl)CC1
→ -4, 9
- O=C(Nc1ccccc1-c1nc2ccccc2[nH]1)c1ccc(Cl)cc1Cl
→ 2, 2
- O=C(Nc1cccc(Cl)c1)c1cc2ccccc2o1
→ 7, -46
- Cn1cc2c3c(cccc31)CN(C(=O)Cc1ccccc1F)CC2
→ 0, 36

Carrying on:
Molecule | Pf apPOL block | mHTT-CaM PPI inh
Brc1ccc(Nc2nc(-c3ccc4c(c3)OCO4)cs2)nc1 | -3 | -1
Cc1ccc(C(O)CNC(=O)COc2ccc(Cl)cc2Cl)o1 (stereo not given) | -7 | -16
COc1cccc(NC(=O)Cn2c(C(F)(F)F)nc3ccccc32)c1 | -5 | 1
COc1ccc(NC(=O)C2CCN(c3cnn(C)c(=O)c3)CC2)cc1 | -3 | 9
O=S(=O)(c1ccc(C(F)(F)F)cc1)n1nccc1-c1cc(-c2ccccc2)no1 | -4 | .
O=C(NN=Cc1ccc([N+](=O)[O-])s1)c1nc(-c2ccc([N+](=O)[O-])o2)no1 | 21 | .
COC(=O)COc1ccc2c(c1)OC(=Cc1cccc(OC)c1)C2=O | -2 | 2
COc1ccc(S(=O)(=O)c2cc(NS(=O)(=O)c3ccccc3)c(C)cc2O)cc1 | -4 | 2
COCC(=O)NCc1ccc2c(c1)OCO2 | -4 | 0
COc1cccc(C(=O)Nc2c3c(nn2-c2cccc(Cl)c2)CS(=O)(=O)C3)c1OC | -6 | -1
O=C(/C=C/c1ccc2c(c1)OCO2)Nc1cccc(Cl)c1 | 0 | -13
CC1=NOC(=O)/C1=C/c1ccc(-c2ccc(Cl)cc2)o1 | -6 | 64*
COc1cc(C2NC(=O)CCC2[N+](=O)[O-])c(OC)cc1Br (stereo not given) | 0&-3 | -2&-3
COc1cccc(CNC(=O)N2CCC(c3cc(-c4cccc(C)c4)n[nH]3)CC2)c1 | -5 | 33
COc1ccc(NC(=O)CN2CCC(c3nc(-c4cccs4)no3)CC2)cc1 | -8 | -5
O=C1C(=Cc2ccc(-c3ccc(F)cc3)o2)C(=O)c2ccccc21 | -3 | -2
Nn1c(Nc2ccccc2)nc2ccccc2c1=O | -9 | -3
N#Cc1c(SCc2c(Cl)cccc2Cl)nsc1SCc1c(Cl)cccc1Cl | -2 | .
Cc1cc2c(c(=O)o1)C(c1ccc(Cl)c([N+](=O)[O-])c1)C(C#N)=C(N)O2 (stereo not given) | -2 | 1
COc1ccc(-c2c3c(=O)n(C)c(=O)n(C)c3c3cccnn23)cc1 | 6 | -6

Reprinted from the part before: 3 compounds, followed by the next part.
Molecule | Pf apPOL block | mHTT-CaM PPI inh
N#Cc1c(SCc2c(Cl)cccc2Cl)nsc1SCc1c(Cl)cccc1Cl | -2 | .
Cc1cc2c(c(=O)o1)C(c1ccc(Cl)c([N+](=O)[O-])c1)C(C#N)=C(N)O2 (stereo not given) | -2 | 1
COc1ccc(-c2c3c(=O)n(C)c(=O)n(C)c3c3cccnn23)cc1 | 6 | -6
O=C(c1cccc(Cl)c1)N1CCC(CCOc2ccncc2)CC1 | -2 | 4
Cc1cc(C2CCCN2C(=O)c2cccs2)on1 (stereo not given) | 3 | -4
O=S(CS(=O)c1ccccc1)c1ccccc1 (stereo not given) | -2 | -124
COc1ccc(C(CC(=O)N2CCCC2)c2c[nH]c3ccccc23)cc1 (stereo not given) | -7 | 91*
CCCS(=O)(=O)Cc1nnc(-c2cc(Cl)cc(Cl)c2)o1 | 2 | .
O=C(Nc1ccc(N2CCCC2)cc1)C(Cl)(Cl)Cl | -9 | 74*
CCCN1C(=O)c2cccnc2Sc2cc(C(=O)NC(C)C)ccc21 | 4 | 9
O=C(C1=C(O)C(=O)N(c2ncccn2)C1c1ccc(Cl)cc1)c1ccco1 (stereo not given) | -4 | 6
CCOc1ccc(C(=O)N2CCC(N3CCN(C)C3=O)CC2)cc1 | -2 | -1
CCOC(=O)C1C(=O)C=C(c2ccco2)CC1c1ccc(CC)cc1 (stereo not given) | -3 | 6
O=C(Cn1cc(-c2ccccc2)oc1=O)NCc1ccncc1 | -4 | -3
Cc1ncnc2c1CCC(=O)N2CCN(C)C1CCCCC1 | 5 | 1
Cc1ccccc1NC1CC(C)N(C(=O)CN2C(=O)c3ccccc3C2=O)c2c(C)cccc21 (stereo not given) | -7 | 31
Cc1ccc(C(=O)C2=C(O)C(=O)N(Cc3ccco3)C2c2ccc(F)cc2)o1 (stereo not given) | -1 | 21
CC1=C(C(=O)Nc2ccc(C)c(C)c2)C2(CCCCCC2)OC1=O | 2 | -1
Cc1ccc(N2CC(NC(=O)C3CCCCC3)CC2=O)cc1 (stereo not given) | -5 | -21
O=C1NC2(CCN(Cc3c(F)cccc3Cl)CC2)N=C1c1cccc(F)c1 | 1 | -6
Cc1oc(C2CCN(C(=O)Nc3ccccc3F)CC2)nc1C(=O)N1CCOCC1 | 3 | -5
O=S(=O)(Nc1cccc(NS(=O)(=O)c2ccccc2)n1)c1ccccc1 | 1 | 1
CCOC(=O)c1sc2nccnc2c1N | -2 | .
COc1ccc(CNS(=O)(=O)c2ccc(F)c(C(=O)Nc3cccc(Cl)c3)c2)cc1 | 5 | 3
CC(C)n1cc(C2=CCN(C(=O)Nc3cccc(Cl)c3)CC2)c2cccnc21 | -6 | 22
Cc1ccc2oc(-c3ccc(F)cc3)nc2c1 | 2 | -11
CC(C)C(=O)Nc1ccc(C2(C(=O)NCc3ccccn3)CCC2)cc1 | -2 | -4
Cc1nc(-c2ccccc2)nc(SCCCOc2ccc(Cl)cc2)c1C#N | -13 | .
CCn1c(C2CCN(C(=O)c3ccccc3OC)C2)nc2cccnc21 (stereo not given) | -2 | -8
COCCCNC(=O)C1(C)CCC(=O)N1c1ccc(C)cc1C (stereo not given) | -3 | -7
CNC(=O)N1CC(C)Oc2ccc(C)cc21 (stereo not given) | 0 | 4
COc1cccc(NC(=O)N2CC3CCCN3c3ccccc32)c1 (stereo not given) | -3 | 73*
COc1cc(C(C#N)N2CCN(C(C#N)c3ccc(O)c(OC)c3)CC2)ccc1O (stereo not given) | -6 | -5
COc1cc(-c2ncnn2-c2ccc(F)c([N+](=O)[O-])c2)ccc1OCc1ccccc1 | -3 | -2
CS(=O)(=O)N1CCC(C(=O)Nc2cccc(Br)c2)CC1 | -4 | -17
COc1cc(S(=O)(=O)NCCC23CC4CC(CC(C4)C2)C3)c(OC)cc1Cl | -5 | -6
Cc1ccc(NC(=O)N2CC(c3nc(C)no3)C3(CCOCC3)C2)c(Cl)c1 (stereo not given) | 0 | 0
O=C(Cc1ccccc1I)OCC(=O)c1ccc(Br)cc1 | 3&-12 | .
CCn1cc2c3c(cccc31)CN(C(=O)CC(C)(C)C)CC2 | -3 | 10
Nc1ccc(Sc2nc3ccccc3[nH]2)c(Cl)c1 | -5 | -4
O=c1c2cn[nH]c2[nH]c(=S)n1-c1ccc(Cl)cc1 | 5 | .
Cc1nn(-c2ccccc2)c(Cl)c1C=C(C#N)C#N | 0 | 3
Cc1ccc(-c2nnc(C)c(N3CCCCCC3)n2)cc1 | 2 | -2
O=C1C=C(Nc2ccc(Cl)cc2Cl)CC(c2ccco2)C1 (stereo not given) | -1 | 13
Cc1ccc(CNC(=O)N2CCC(N3CCN(Cc4ccc(F)cc4)C3=O)CC2)cc1 | -2 | 0
O=C(Cc1ccc(F)cc1)Nc1ccc(F)cc1F | 6 | -9
CCN(CC)S(=O)(=O)c1cc(C(=O)O)ccc1Br | -17 | -7
COc1ccc(CCNC(=O)c2cn(C)c(=O)c3ccccc23)cc1OC | 2 | -10
O=C(NCCC1=CCCCC1)C(=O)Nc1ccccc1[N+](=O)[O-] | -3 | -4
COc1ccc(OC)c(NC(=O)c2cc(S(=O)(=O)NCCN3CCOCC3)ccc2F)c1 | -2 | 2
COc1ccc(C2C(C(=O)N3CCCC3)c3cc(OC)c(OC)cc3C(=O)N2C)cc1 (stereo not given) | -6 | 1
CCOc1ccc(NC(=O)c2coc(=O)c3ccccc23)cc1 | 5 | 3
CC(=O)C1=C(O)C(=O)N(C)C1c1ccccc1F (stereo not given) | -2 | 2
O=C(NCCN1CCN(c2ccc(Cl)cc2)CC1)NC1CC1 | -4 | -7
O=C(O)CSCc1cccc(Br)c1 | -4 | -4
OC1CCN(Cc2cc(Br)cs2)CC1 | -8 | -7
NC(=O)c1cc(-c2ccc(Cl)cc2)nc2ccccc12 | 5 | -5
CCCCOc1ccccc1NC(=O)c1ccco1 | 2 | -32
COc1cc(OC)cc(C(=O)N2CCN(c3cc(C)ccc3F)C(=O)C2C)c1 (stereo not given) | 5 | 7
CCOC(=O)Cc1csc(NC(=O)Cc2csc(NC(=O)Nc3ccccc3)n2)n1 | 5 | -4
NC(=O)c1sc2nc3c(cc2c1N)CCCCC3 | 0 | 0
O=C(Cn1nnc(-c2ccccc2)n1)c1cccc([N+](=O)[O-])c1 | 33 | 4
COc1cc(C=O)ccc1OCc1ccc(Br)cc1 | -5 | -12

(next part)
Molecule | Pf apPOL block | mHTT-CaM PPI inh
CCC(C)NC(=O)CN(c1cc(C(F)(F)F)ccc1Cl)S(=O)(=O)c1ccccc1 (stereo not given) | -5 | -3
O=C(Cc1ccc(F)cc1)N1CCC(c2ccccc2)C1 (stereo not given) | -9 | -17
COC(=O)c1ccc(NC(=O)C(=O)NCCc2c[nH]c3ccccc23)cc1 | -3 | 11
O=C1CCC(C(=O)N(CC2CCCO2)C2(C(=O)NC3CCCCC3)CCCCC2)N1 (stereo not given) | 5 | -1
COc1ccc(CCNC(=O)c2nonc2N)cc1OC | -10 | -4
